TRPC6 activator – mouse TRPC6 channel activation. B-score at 10 µM. HEK293-TRPC6 membrane potential dye fluorescence; hits give high values. actives 0.13% (n = 310,000). Q61143;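 active = B-score of the integrated fluorescence ratio above library mean plus 3 SD, and starting fluorescence ratio within library mean plus 5 SD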;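 note: higher score means more depolarization so channel activation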
SKKanGAS inh – SKKanGAS growth inhibition. S. pyogenes SKKanGAS, kanamycin growth, BacTiter-Glo, 6 h. inhibition, % at 7.5 µM. actives 1.3% (n = 300,000). AID 1662;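 active = mean replicate score, as percent of positive control median, at least 50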;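 note: strain carries kanamycin resistance gene driven by streptokinase promoter and grows in 40 µg/ml kanamycin; loss of luminescence reflects streptokinase promoter inhibition or plain growth inhibition; 0% = median of DMSO wells and 100% = positive control at its reference dose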
TRPC4 agonist – opens the mouse TRPC4 cation channel; HEK293 TRPC4beta/mu-opioid, Fluo4 calcium fluorescence; hits give high values; AID 2237; Q9QUQ5; B-score at 10 µM; actives 0.49% (n = 310,000);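 active = B-score above 5 SD of library B-scores, and initial fluorescence ratio not above library mean plus 5 SD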;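 note: positive B-score marks a calcium rise read as TRPC4 activation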
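Test system: HEK293 cells stably co-expressing mouse TRPC4beta and mu-opioid receptor | Schedule: Fluo4 dye loading 45 min at room temperature, 110 s recording | Measured by: Kinetic Fluo4 calcium fluorescence, 5 s baseline at 1 Hz | Evaluation: B score of integrated ratio | Controls: Buffer (low) and maximal DAMGO (high)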
TMEM16A inh – inhibitors of mouse TMEM16A calcium-activated chloride channel | HEK293 TMEM16A/YFP iodide influx fluorescence, ionomycin | actives 1.2% (n = 310,000) | AID 588511 | normalized B-score (activity score, 25-100; higher = stronger inhibition) at 10 µM | Q8BHY3;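 active = ratio plate-corrected score three or more library SD toward inhibition, starting fluorescence score within five deviations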;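 note: score derived from kinetic fluorescence span divided by baseline fluorescence per well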
ANO1 activ – mouse TMEM16A channel activation, primary screen | Q8BHY3 | HEK293 TMEM16A/YFP-H148Q/I152L, iodide quench fluorescence; hits give low values | B-score at 10 µM | actives 0.3% (n = 340,000) | AID 623877;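 active = fluorescence-ratio B-score plate-corrected deviation score at least 3 library SD below zero, with starting fluorescence score within 5 deviations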;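 note: channel opened by trigger with iodide after compound preincubation; score built on the fluorescence ratio of max minus min over baseline; more negative score means more quench and so TMEM16A activation or potentiation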
MrgX1 allo act – allosterically activates human MrgX1 receptor signaling; B-score at 10 µM; Q96LB2; AID 588675; MrgX1-HEK293, Fluo-4 calcium flux, FDSS; hits give high values; actives 0.63% (n = 310,000);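 active = plate-corrected calcium response at least 3 library SD above typical, normal starting fluorescence, not activating the receptor alone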;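 note: compound read alongside a low EC10 to EC30 dose of BAM8-22 agonist; peak minus trough fluorescence over baseline measured at the second addition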
Target sequence (Q96LB2 whole entry, looked up): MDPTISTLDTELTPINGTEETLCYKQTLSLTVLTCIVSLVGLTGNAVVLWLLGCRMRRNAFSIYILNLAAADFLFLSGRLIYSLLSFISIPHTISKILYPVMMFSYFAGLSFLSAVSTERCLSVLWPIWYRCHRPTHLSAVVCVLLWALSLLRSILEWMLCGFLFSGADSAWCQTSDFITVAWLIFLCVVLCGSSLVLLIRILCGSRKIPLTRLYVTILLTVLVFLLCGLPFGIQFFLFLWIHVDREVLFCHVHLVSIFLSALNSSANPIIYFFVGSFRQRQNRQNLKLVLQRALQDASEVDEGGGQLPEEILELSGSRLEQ
TRPC6 inh – mouse TRPC6 channel inhibition | Q61143 | actives 1.1% (n = 310,000) | B-score at 10 µM | HEK293-TRPC6, membrane potential dye, ACh-evoked depolarization; hits give low values | AID 2553;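 active = B-score under library mean minus 3 SD, initial fluorescence not abnormally high, positive integrated signal ratio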;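 note: B-score derived from integrated fluorescence ratio over the kinetic read; more negative B-score means stronger inhibition of depolarization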
TRPC4 PAM – allosteric potentiators of mouse TRPC4 channel. Q9QUQ5. HEK293 TRPC4beta/mu-opioid, DAMGO EC20, Fluo-4 Ca2+ flux; hits give high values. B-score at 10 µM. actives 0.42% (n = 310,000);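 active = B-score of calcium response area above 5 SD of library B-scores, with initial fluorescence ratio within 5 SD of library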;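 note: B-score of integrated fluorescence ratio over time as area under calcium response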
TRPC4 block – TRPC4 (mouse) channel inhibition | Q9QUQ5 | HEK293 TRPC4beta/mu-opioid, DAMGO-evoked Fluo4 calcium flux; hits give low values | B-score at 10 µM | actives 0.39% (n = 300,000);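 active = B-score over 3 SD under the library average, no early fluorescence shift, positive overall ratio signal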
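Signal: kinetic Fluo4 fluorescence imaging of calcium influx. Material: stable TRPC4beta/mu-opioid receptor HEK293 cells. Probe or stimulus: DAMGO in two steps, submaximal then maximal.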
MrgX1 agonist – activates human MrgX1 receptor signaling. B-score at 10 µM. MrgX1-HEK293 cells, Fluo-4 calcium fluorescence, agonist mode; hits give high values. actives 0.44% (n = 310,000). AID 588627. Q96LB2;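 active = calcium response B-score plate-corrected fluorescence ratio at least 3 library SD, with starting fluorescence B-score inside 5 SD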
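times = overnight plating, then 30 min 37 °C plus 30 min room-temperature dye loading | assay system = stable human MrgX1 HEK293 cell line | input = fifteen thousand cells per well | signal = kinetic calcium dye fluorescence, Fluo-4 NW | dosing = compound delivered in addition one of three | read-out = B-scored fluorescence response ratio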
MrgX1 antagonist – antagonists of human MrgX1 receptor | Q96LB2 | MRGX1-HEK293 calcium flux, Fluo-4, BAM8-22 antagonism; hits give low values | B-score at 10 µM | actives 1.3% (n = 310,000);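 active = calcium-response B-score plate-corrected more than 3 library SD below zero, starting fluorescence within 5 deviations, no agonist response on first addition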;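 note: peak minus trough fluorescence over baseline after final BAM8-22 challenge near maximal dose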
* = called active by the depositor; i = inactive; · = no result given.

mol | TRPC6 activator | SKKanGAS inh | TRPC4 agonist | TMEM16A inh | ANO1 activ | MrgX1 allo act | TRPC6 inh | TRPC4 PAM | TRPC4 block | MrgX1 agonist | MrgX1 antagonist
CCC1CCc2c(sc(NC(=O)c3ccoc3C)c2C(N)=O)C1 (configuration not stated) | i | 6.8 | i | i | i | i | i | i | i | i | i
Cc1ccc(NC(=S)N2CCC(c3nc4ccccc4s3)CC2)cc1 | i | -5.7 | i | i | i | i | i | i | i | i | i
CCOC(=O)N1CCN(C(=O)Cn2nc(-c3ccc(Cl)cc3)ccc2=O)CC1 | i | -9.5 | i | i | i | i | -6.8* | i | i | i | i
COc1ccc(N2CCN(C(=O)CCC(=O)NNc3nc4ccccc4c4nc(C)nn34)CC2)cc1 | i | 1.6 | i | i | i | i | i | i | i | i | i
CCNC(=O)C1CN(S(=O)(=O)c2ccccc2)CCN1S(=O)(=O)c1ccccc1 (configuration not stated) | i | 0.8 | i | i | i | i | i | i | i | i | i
CC(NC(=O)Nc1ccc(F)cc1F)c1ccncc1 (configuration not stated) | i | 21.9 | i | i | i | i | i | i | i | i | i
Cc1ccc(CNC(=O)c2oc3ccc(S(=O)(=O)N4CCC5(CC4)OCCO5)cc3c2C)cc1 | i | 3.4 | i | i | i | i | i | i | i | i | i
O=C(Nc1ccncc1)c1ccc(F)cc1 | i | -3.8 | i | i | i | i | i | i | i | i | i
O=C(O)c1ccccc1C(=O)N1CCc2c([nH]c3ccccc23)C1C(F)(F)F (configuration not stated) | i | -0.4 | i | i | i | i | i | i | i | i | i
O=C(N/C(=C\c1ccco1)C(=O)N1CCCC(CO)C1)c1ccccc1 (configuration not stated) | i | -4.0 | i | i | i | i | i | i | i | i | i
CC(=O)C1=C(C)NC(SCC(=O)c2ccccc2)=C(C#N)C1CC(C)C (configuration not stated) | i | 15.1 | i | i | i | i | i | i | i | i | i
CC(C)=CCN1CCN(Cc2ccc(C#CC(C)(C)O)s2)CC1CCO (configuration not stated) | i | -10.4 | i | i | i | i | i | i | i | i | i
Cc1cccc(-c2cc3nc4c(c(N5CCOCC5)n3n2)CCCC4)c1 | i | 31.8 | i | i | i | i | i | i | i | i | i
CC(=O)Nc1cccc(C(=O)OCC(=O)c2ccc(S(=O)(=O)N3CCCCC3)cc2)c1 | i | -0.4 | i | i | i | i | i | i | i | i | i
CC1(C)Cc2nc(NCCN3CCOCC3)c(C#N)cc2CO1 | i | 9.3 | i | i | i | i | i | i | i | i | i
CCOC(=O)c1ccc(NC(=O)CCOc2ccc(OC)cc2)cc1 | i | -1.4 | i | i | i | i | i | i | i | i | i
Nc1nc(N)c(Cc2ccc(Cl)cc2Cl)c(N)n1 | i | 2.3 | i | i | i | i | i | i | i | i | -4.78*
CC(C)c1ccc(-c2nnc(SCC(=O)NC3CC3)n2C)cc1 | i | 4.2 | i | i | i | i | i | i | i | i | i
COc1ccc(-c2cc(C(F)(F)F)c3c(N)c(C(=O)NCCSC)sc3n2)cc1 | i | 16.5 | i | i | i | i | i | i | i | i | i
Cc1cccn2c(=O)nc(SCC(=O)N3CCN(c4ccccc4)CC3)nc12 | i | -7.1 | i | i | i | i | i | i | i | i | i
O=c1c2ccccc2[nH]c(=S)n1CCCn1ccnc1 | i | -4.2 | i | i | i | i | i | i | i | i | i
C/C(=N\NC(=O)c1cc(-c2ccc(O)cc2)nc2ccccc12)c1cccnc1 | i | 25.0 | i | i | i | i | i | i | i | i | i
CCCn1cc(CN2CCCC(C(=O)c3cccc(OC(C)C)c3)C2)c(C)n1 (configuration not stated) | i | -2.2 | i | i | i | i | i | i | i | i | i
Cc1ccc(C(=O)NC(=S)N2CC(C)OC(C)C2)cc1[N+](=O)[O-] (configuration not stated) | i | · | i | i | i | i | i | i | i | i | i
O=C(Nc1ccc2[nH]ncc2c1)c1ccccc1Cl | i | 1.5 | i | i | i | i | i | i | i | i | i
O=C(NCc1cccnc1)C1CC(c2ccccc2O)=NO1 (configuration not stated) | i | -1.8 | i | i | i | i | i | i | i | i | i
CCCC(=O)NC(c1ccccc1Cl)c1ccc2cccnc2c1O (configuration not stated) | i | 17.9 | i | i | i | i | i | i | i | i | i
Cc1cc(=O)n2c(-c3ccc(Cl)cc3)csc2n1 | i | 12.6 | i | i | i | i | i | i | i | i | i
O=S(=O)(c1ccccc1)c1nc(-c2ccccc2)oc1NCc1cccnc1 | i | -6.4 | i | i | i | i | i | i | i | i | i
N#Cc1c(NC(=O)CCC(=O)O)sc2c1CCCC2 | i | -7.7 | i | i | i | i | i | i | i | i | i
O=C(O)c1ccc(N2C(=O)CC(N3CCN(c4ccc(Cl)cc4)CC3)C2=O)cc1 (configuration not stated) | i | 10.6 | i | i | i | i | i | i | i | i | i
O=C(COC(=O)c1ccccn1)Nc1ccc2c(c1)OCO2 | i | 4.2 | i | i | i | i | i | i | i | i | i
Fc1cccc(Nc2nc3ccccc3n3cnnc23)c1 | i | -8.0 | i | i | i | i | i | i | i | i | i
CCc1c(C)nc2ncnn2c1N1CCCC(C(=O)NCCc2ccccc2)C1 (configuration not stated) | i | -5.8 | i | i | i | i | i | i | i | i | i
CCCc1[nH][nH]c(=O)c1C(c1ccc(Br)cc1)C(C#N)C#N (configuration not stated) | i | 3.7 | i | i | i | i | i | i | i | i | i
O=C(Nc1ccc(S(=O)(=O)Nc2nccs2)cc1)c1ccc(=O)[nH]c1 | i | -3.4 | i | i | i | i | i | i | i | i | i
Oc1ccc(N=Nc2ccc3c(c2)OCCO3)c(O)c1 | i | -3.9 | i | i | i | i | i | i | i | i | i
CCN(CC)c1ccc(/C=c2\sc3nnc(-c4ccccc4Cl)n3c2=O)cc1 | i | 5.5 | i | i | i | i | i | i | i | i | i
CCC(=O)c1ccc(OCC(=O)Nc2ccc3nc(C)sc3c2)cc1 | i | -10.4 | i | i | i | i | i | i | i | i | i
CCN(CC(=O)Nc1ccccc1C(F)(F)F)C(=O)c1ccc2[nH]c3c(c2c1)CC(C)CC3 (configuration not stated) | i | -12.7 | i | i | i | i | i | i | i | i | i
Cn1c(N)c(S(=O)(=O)c2ccc(Br)cc2)c2nc3ccccc3nc21 | i | 20.3 | i | i | i | i | i | i | i | i | i
O=C(O)c1ccccc1/C=N/n1c(C2CCCCC2)n[nH]c1=S | i | 0.8 | i | i | i | i | i | i | i | i | i
CCOC(=O)CCCNC(=O)COC(=O)c1cc(Br)c(Br)s1 | i | -3.3 | i | i | i | i | i | i | i | i | i
Cc1cc(Br)ccc1S(=O)(=O)n1ccnc1C | i | -1.4 | i | i | i | i | i | i | i | i | i
COc1ccc(C)cc1NC(=O)CCNC(=O)c1ccco1 | i | -0.9 | i | i | i | i | i | i | i | i | i
O=C(CCC(=O)c1ccc(Br)cc1)Nc1ccc(F)cc1 | i | -17.3 | i | i | i | i | i | i | i | i | i
COC(=O)c1[nH]c2cccc(OC)c2c1NC(=O)CN(C)CC1OCCO1 | i | 2.5 | i | i | i | i | i | i | i | i | i
Cc1ccc(S(=O)(=O)N2CCC(=O)N(CCOC(=O)Nc3cccc(Cl)c3)CC2)cc1 | 16.1* | -14.3 | i | i | i | i | -10.2* | i | i | i | i
O=C(c1ccc(-c2ccccc2)cc1)N1CCN(c2ccccc2F)CC1 | i | 5.4 | i | i | i | i | i | i | i | i | i
Cc1cccc(/C=C/c2onc(C)c2S(=O)(=O)N2CCC(C(=O)NC(C)(C)C)CC2)c1 | i | 4.1 | i | i | i | i | i | i | i | i | i
OC1CCCN(CC(O)COC(c2ccccc2)c2ccccc2)C1 (configuration not stated) | i | -11.5 | i | i | i | i | i | i | i | i | i
CCCCN1C(=S)SC(C)(C)C1/[N+]([O-])=C/c1ccc(S(=O)(=O)NC)cc1 (configuration not stated) | i | 4.5 | i | i | i | i | i | i | i | i | i
O=C(Nc1ccc2c(c1)OCO2)C(c1ccc(Cl)cc1)N1CCC2(CC1)OCCO2 (configuration not stated) | i | 6.4 | i | i | i | i | i | i | i | i | i
Cc1nc(C)c(Oc2ccc(Cl)cc2Cl)c(=O)[nH]1 | i | 7.5 | i | i | i | i | i | i | i | i | i
COc1ccc(-c2nc(=S)[nH][nH]2)cc1 | i | -4.4 | i | i | i | i | i | i | i | i | i
COC(=O)c1ccc(N2CCN(S(=O)(=O)c3ccc(Br)cc3)CC2)c([N+](=O)[O-])c1 | i | 5.7 | i | i | i | i | i | i | i | i | i
CCOc1ccc(N=Nc2ccc(O)c3ncccc23)cc1 | i | 91.6* | i | i | i | i | i | i | i | i | i
COc1ccc2[nH]c(=O)c(CN(CCCN(C)C)C(=O)Nc3ccc(F)cc3)cc2c1 | i | 7.1 | i | i | · | i | i | i | i | i | i
O=C1N[C@@H](Cc2ccccc2)C(=O)N2CCC[C@@H]12 | i | -3.2 | i | i | i | i | i | i | i | i | i
Cc1ccc(N=C2NC(=O)S/C2=C\c2ccco2)cc1 | i | 10.2 | i | i | i | i | i | i | i | i | i
O=C(Nc1ccc(NC(=O)C2CC2)nc1)c1cccnc1 | i | 9.2 | i | i | i | i | i | i | i | i | i
Cc1cc(C)nc(Nc2ncc(O)n2-c2ccc(C)c(C)c2)n1 | i | -6.6 | i | i | i | i | i | i | i | i | i
COc1ccc(OC)c(C(=O)CSc2nc3c(c(=O)n(C)c(=O)n3C)n2C(C)C)c1 | i | 5.6 | i | · | i | · | i | i | i | · | ·

No enrichment for hits. About 6.7% of those tested had a hit in this group.
